# Assay outcomes deposited in PubChem BioAssay by National Center for Advancing Translational Sciences (NCATS).
# CBFb RUNX1 block: qHTS Assay for Compounds Blocking the Interaction Between CBF-beta and RUNX1 for the Treatment of Acute Myeloid Leukemia; Runt-related transcription factor 1 (Homo sapiens) + Core-binding factor subunit beta …; AlphaScreen CBFb-His/RUNX1-biotin binding, biochemical; Potency, µM (doses to about 59.8 µM), for the others: top-dose activity, negative = inhibition, actives largely listed as inhibitors; 230,000 tested, under 10 active; further: % of control where 0% means no effect
# Target sequence (Q01196 whole entry, looked up): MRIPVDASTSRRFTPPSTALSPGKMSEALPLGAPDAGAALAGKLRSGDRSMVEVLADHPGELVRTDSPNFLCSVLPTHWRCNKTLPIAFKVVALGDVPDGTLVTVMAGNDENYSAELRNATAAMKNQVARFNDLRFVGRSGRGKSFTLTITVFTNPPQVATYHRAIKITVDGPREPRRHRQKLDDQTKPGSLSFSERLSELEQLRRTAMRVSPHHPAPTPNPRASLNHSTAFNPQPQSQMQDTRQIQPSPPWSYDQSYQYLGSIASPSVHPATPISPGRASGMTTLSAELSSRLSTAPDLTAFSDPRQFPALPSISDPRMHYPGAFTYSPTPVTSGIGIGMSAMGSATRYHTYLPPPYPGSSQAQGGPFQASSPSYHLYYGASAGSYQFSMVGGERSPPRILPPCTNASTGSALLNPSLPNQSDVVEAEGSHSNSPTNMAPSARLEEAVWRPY
# Target sequence (Q13951 whole entry, looked up): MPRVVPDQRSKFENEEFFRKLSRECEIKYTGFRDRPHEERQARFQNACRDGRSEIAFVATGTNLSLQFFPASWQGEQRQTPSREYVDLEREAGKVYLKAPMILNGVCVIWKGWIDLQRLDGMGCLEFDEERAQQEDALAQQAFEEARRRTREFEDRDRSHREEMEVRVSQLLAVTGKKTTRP
#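 Read-out: AlphaScreen. Format: His-CBF-beta with biotinylated RUNX1 (30 nM each) preincubated 20 min, compound 15 min, Ni-chelate plus streptavidin beads 90 min; room temperature throughout.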
# Lamin A splicing: qHTS Assay for Modulators of Lamin A Splicing; HeLa LMNA splicing GFP/RFP minigene ratio, 48 h; Potency, µM (highest dose often 46.1 µM), for the others: at the highest dose ratio change, negative = inhibition, usual class: inhibitors; hit rate 0.01% among 200,000; active means well fitted inhibition curve with a large enough effect in the signal ratio, with a control signal flat, not every such curve was filed as active; inconclusive means small, poorly fitted or top-dose-only effect, or effect the other way, or a change in a side signal; the % refers to the signal ratio; further: potency means the concentration at half of the fitted maximal effect; on the % scale 0 is the no-effect control and ±100 the full control effect
#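 S3 HeLa cells stably expressing lamin A-EGFP splicing minigene plus DsRed2, 600 cells/well, 48 h compound exposure at 37C. Laser-scanning cytometry; analysed as GFP (500-530 nm)/RFP (575-640 nm) total intensity ratio; 0.5% DMSO vehicle.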
# HttQ103 aggreg: qHTS Multiplex Assay to Identify Dual Action Probes in a Cell Model of Huntington: Aggregate Formation (GFP); hit rate 1.1% among 220,000; Potency, µM (titrated, usually from 46.1 µM), inactives show at the highest dose activity change, negative = inhibition, usual class: inhibitors; AID 1688, 2009; PC12 HttQ103-GFP aggregates, Acumen cytometry, 40 h; further: potency means the concentration at half of the fitted maximal effect; on the % scale 0 is the no-effect control and ±100 the full control effect; nearly all actives have a fitted effect of over 60% in size
#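 PC12 cells with ecdysone-inducible HTT exon1 Q103-GFP, induced by 100 nM tebufenozide, given compounds in a concentration series. GFP aggregates (1–25 um, 6 SD above background) counted in lysates by laser-scanning cytometry, 488 nm excitation.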
# Epigenetic reg: Quantitative High-Throughput Screen for Regulators of Epigenetic Control; murine LDR cells, GFP reporter derepression, 30 h; Potency, µM (top dose mostly 53.9 µM), for inactives: at the highest dose GFP activation, most hits filed as activators; hit rate 0.2% among 280,000; AID 1865, 2009; further: potency means the concentration at half of the fitted maximal effect; % of control where 0% means no effect; nearly all actives have a fitted effect of over 60% in size
#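 In this reporter-derepression format, murine cells bearing a silenced integrated CMV-GFP locus incubate with test compound (30 h, 37 C), then are washed and imaged; fluorescent objects of 20–120 um count as induced cells.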
# KinaseGlo FLuc: Counterscreen for Luciferase (Kinase-Glo TM) Inhibition. Luciferin 4-monooxygenase (Photuris pensylvanica), Q27757. Kinase-Glo luciferase, ATP luminescence, 8 min. Potency, µM (highest dose often 38.3 µM), without a hit: at the top dose activity change, negative = inhibition, hits mostly inhibitors. hit rate 0.28% among 200,000; further: potency means the concentration at half of the fitted maximal effect; on the % scale 0 is the no-effect control and ±100 the full control effect; nearly all actives have a fitted effect of over 60% in size
#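 Compound is pinned into ATP-containing buffer (10 uM ATP, imidazole pH 7.2, 7 mM MgCl2). Kinase-Glo luciferase reagent is then added. Light output is recorded following an 8-min room-temperature incubation.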
# IMPase Li inh: qHTS Assay for Identifying the Cell-Membrane Permeable IMPase Inhibitors: Potentiation with Lithium. AID 1457, 2008. hit rate 0.35% among 210,000. Potency, µM (highest dose often 59.4 µM), for inactives: top-dose activity, negative = IMPase inhibition, actives largely listed as inhibitors. CHO-M1 cells, IP1 TR-FRET (IP-One), carbachol + lithium;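 further: IP1 builds up when IMPase is blocked and the TR-FRET signal falls; potency means the concentration at half of the fitted maximal effect; plate controls were basal vehicle for no effect and high inhibitor control for full effect; nearly all actives have a fitted effect of over 50% in size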
#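 IP1 accumulation measured by competitive TR-FRET in lysed CHO-M1 cells after 30 min compound exposure at 37C, with a small lithium addition to potentiate weak responses. Hill-equation AC50 from ratio and donor-channel data.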
# NPSR antag: qHTS Assay for Antagonists of the Neuropeptide S Receptor: cAMP Signal Transduction; Q6W5P4; CHO-NPSR cells, cAMP TR-FRET, antagonist mode; Potency, µM (top dose mostly 38.3 µM), for the others: top-dose activity change, negative = inhibition, usual class: inhibitors; hit rate 1% among 220,000; further: potency means the concentration at half of the fitted maximal effect; on the % scale 0 is the no-effect control and ±100 the full control effect; nearly all actives have a fitted effect of over 50% in size; many of its hits are not listed in these tables
# Target sequence (Q6W5P4 whole entry, looked up): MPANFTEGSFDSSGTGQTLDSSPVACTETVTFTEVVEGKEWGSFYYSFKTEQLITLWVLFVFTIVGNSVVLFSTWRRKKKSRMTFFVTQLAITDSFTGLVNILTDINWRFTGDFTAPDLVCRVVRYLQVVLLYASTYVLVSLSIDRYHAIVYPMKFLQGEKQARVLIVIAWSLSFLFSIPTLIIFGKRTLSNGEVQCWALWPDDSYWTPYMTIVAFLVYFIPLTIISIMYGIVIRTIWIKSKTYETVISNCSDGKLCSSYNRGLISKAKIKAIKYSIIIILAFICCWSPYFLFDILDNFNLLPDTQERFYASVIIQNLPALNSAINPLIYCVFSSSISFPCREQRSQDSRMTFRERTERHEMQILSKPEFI
# * hit, by the source's call; ? = inconclusive; · = not tested or not shown; & = joins results of further samples; [ ] = dose if it differs, or a comment. Unless noted, the call rests on the fitted dose curve; in most records, active means well fitted curve in the direction sought with a large enough effect; inconclusive means small, poorly fitted or top-dose-only effect, or another doubt; inactive means no such curve, though single readings can be large; an effect the other way counts as inactive or inconclusive. Not all compounds are listed; count on the stated rates, not on these rows.
SMILES,CBFb RUNX1 block,Lamin A splicing,HttQ103 aggreg,Epigenetic reg,KinaseGlo FLuc,IMPase Li inh,NPSR antag
OC1(c2ccccc2F)CC2CCC(C1)N2CCN1CCOCC1 (centres undefined),3.0%,0.1%,0.6%,0.0%,1.6%,3.4%[38.3 µM],-2.5%[46.1 µM]
CCCCn1c(O)c(C(CC)=NCc2ccco2)c(=O)[nH]c1=O,-2.0%,13.1%,-0.5%,0.0%,-7.4%,-9.5%[38.3 µM],0.2%[46.1 µM]
COc1ccc(C(c2ccc(OC)cc2)C(Cl)(Cl)Cl)cc1,?,-7.6%,·,-0.8%,0.3%,39.8%&16.1%&7.8%[activator],·
C=C1C(=O)O[C@H]2[C@H]1[C@H](OC(=O)CC(=O)O[C@@H]1C[C@@H](C)[C@@H]3C=CC(=O)[C@@]3(C)[C@H]3OC(=O)C(=C)[C@H]13)C[C@@H](C)[C@H]1C=CC(=O)[C@]12C,2.3%,·,21.0%[9.22 µM],-1.1%,·,·,-18.4%
O=C(Cc1cc(=O)[nH][nH]1)N/N=C/c1cccc2ccccc12,-12.1%,?,-5.8%,1.1%,9.8%,0.2%,-10.4%
C[C@H]1O[C@H](O[C@H]2[C@H](O)[C@@H](O)[C@@H](O)[C@H](O)[C@@H]2O)[C@@H](N)C[C@@H]1NC(=N)C(=O)O,·,?,·,5.3%,-15.6%,1.1%,·
CCCCn1c(O)c(/C=N/NC(=O)c2ccncc2)c(=O)[nH]c1=S,?,·,-6.3%[9.22 µM],-0.4%,·,·,23.8%[7.67 µM]
CC(C)N1C(=O)CCC1C(=O)N1CCC2(CC1)OCCO2 (centres undefined),1.1%,?,-4.1%,-1.0%,6.7%,0.5%[38.3 µM],-2.1%[46.1 µM]
O=[N+]([O-])c1ccc(O)c([N+](=O)[O-])c1,16.3%,·,·,2.2%,-1.5%,14.1%&7.7%,·
CSC(=S)NCc1c[nH]c2ccccc12,10.3%&-12.4%,·,·,-0.9%,2.8%[39.9 µM],8.0%,·
O=P1(N(CCCl)CCCl)NCCCO1 (centres undefined),?,?,10.5%,3.6%&0.6%,-4.7%&-4.5%,5.1%&5.7%&8.2%,?
CN1CCN(CCC(C#N)(c2ccccc2)c2ccccc2)CC1,4.8%,8.1%,3.7%,0.0%,0.1%,31.6%[activator][38.3 µM],?
Cn1cc(C(=O)N2CCCCC2)c2ccccc21,3.5%,·,-13.3%,-0.9%,4.7%,-4.1%,3.7%
CN1CCN(c2nc3ccccn3c(=O)c2C=C2C(=O)N(C)C(=O)N(C)C2=O)CC1,3.0%,-5.4%,2.6%,-0.1%,-1.3%,-9.5%,16.0%
COc1ccc(CCNCc2ccncc2)cc1,-4.4%,6.5%,0.4%,1.6%,-3.2%,36.7%[activator][38.3 µM],5.1%[46.1 µM]
Cc1ccc(Cn2c(C)c3cnn(CC(=O)N4CCC5(CC4)OCCO5)c(=O)c3c2C)cc1,-4.3%,?,-10.4%,-0.8%,2.1%,10.1%,-14.5%[46.1 µM]
Oc1ccc2c3c1O[C@H]1c4[nH]c5ccccc5c4C[C@@]4(O)C(C2)N(CC2CC2)CCC314 (some centres undefined),-6.0%&8.6%,?,·,-0.1%&1.1%,-2.1%,13.0%&7.1%,?
CC1(C)CC(CCNCc2ccc3c(c2)OCO3)(Cc2ccccc2)CCO1 (centres undefined),6.2%,·,7.0%[9.22 µM],-1.2%,-3.5%,29.9%,-14.3%
COc1ccc(CN2C(=O)NC(=O)/C(=C\c3cc(OC)c(OC)c(OC)c3)C2=O)cc1,4.8%,·,13.5%,0.8%,3.2%,-1.8%,19.5%
CN1CCC(N(C)c2ncnc3ccc(Br)cc23)CC1,2.7%,14.6%,?,0.0%,-1.5%,-7.8%[38.3 µM],0.2%[46.1 µM]
O=c1[nH]c(=S)n(-c2ccc(F)cc2)c(O)c1/C=N/N1CCOCC1,-0.1%,·,13.2%[9.22 µM],-1.0%,·,·,-8.9%
NCCc1ccc(S(=O)(=O)F)cc1,17.0%,?,·,-0.2%,-0.8%,8.6%,-12.4%[46.1 µM]
CN(C)[C@@H]1C(=O)C(C(N)=O)=C(O)[C@]2(O)C(=O)C3=C(O)c4c(O)cccc4[C@@](C)(O)[C@H]3[C@H](O)[C@@H]12,·,?,·,1.1%[16.9 µM],-3.2%[17.1 µM],-12.4%,·
CC1CCCC(C2(O)C(=O)Nc3ccccc32)C1=O (centres undefined),11.1%,9.9%,?,-2.1%,-0.7%,19.1%[38.3 µM],-0.7%[46.1 µM]
C=C1C(=O)O[C@H]2C[C@@H](C)[C@@H]3C=CC(=O)[C@@]3(C)C[C@H]12,3.8%,·,?,3.1%,·,·,-27.2%
O=[N+]([O-])c1ccccc1,1.4%[21.7 µM],?,-5.4%,·,·,2.5%,·
CC/C(=N\NC(=O)Nc1ccccc1)c1c(O)n(Cc2ccccc2)c(=O)[nH]c1=O,-2.5%,·,3.7%[9.22 µM],-1.2%,·,·,43.4%
CC1=CC(=C2C(=O)NC(=S)NC2=O)C=C(C(F)(F)F)N1C,-8.5%,6.7%,-10.8%,-0.2%,-1.6%,5.2%[38.3 µM],-6.6%[46.1 µM]
O=C1C2CCN(CC2)C1Cc1ccccc1O (centres undefined),8.3%,7.2%,-7.6%,-0.8%,·,·,-8.4%[46.1 µM]
CCOP(=O)(OCC)C(NCc1ccccc1)c1ccc(Br)cc1 (centres undefined),0.1%,-0.1%,-7.5%,0.1%,-1.7%,46.5%[activator][38.3 µM],?
C=CCn1c(O)c(C=NCCCn2ccnc2)c(=O)[nH]c1=O,28.2%,·,-2.3%[9.22 µM],-3.9%,·,·,38.1%
O=C(Cn1ncc2ccccc21)N1CCC2(CC1)OCCO2,0.8%,5.5%,20.0%,-0.8%,3.1%,-17.3%[38.3 µM],?
O=C(COc1ccc(Br)cc1)N1CCN(C2CCCC2)CC1,3.4%,-0.9%,-10.1%,1.0%,-1.1%,27.2%[38.3 µM],-6.5%[46.1 µM]
O=P(OCC(F)(F)C(F)F)(N1CCOCC1)N1CCOCC1,1.6%,7.2%,-6.1%,1.0%,-6.4%,16.0%[38.3 µM],-6.0%[46.1 µM]
CC12CN3CC(C)(CN(C1)C3c1cccs1)C2=O (centres undefined),-0.3%,8.8%[46 µM],23.1%,-3.9%,1.5%,-7.9%,18.2%
O=C(c1cc(F)ccc1F)C1CCCN(Cc2cccc(Cl)c2)C1 (centres undefined),-4.7%,·,-6.9%[9.22 µM],-0.2%,·,14.3%,24.9%
Cc1nc2ccccn2c1P(=S)(N1CCCCC1)N1CCCCC1,-0.4%,?,11.3%[9.22 µM],-0.3%,-1.9%,43.0%[activator][38.3 µM],?
CCNC(=S)N(C)CCc1cc2c(c(OC)c1C=C1C(=O)N(C)C(=O)N(C)C1=O)OCO2,2.3%,11.9%[46 µM],-5.4%[9.22 µM],-1.6%,·,·,2.4%
N=C1c2ccccc2CN1c1ccc(F)c([N+](=O)[O-])c1,4.1%,·,-17.2%[9.22 µM],1.1%,·,·,-8.1%
Cc1ccc2c(c1)C1CN(C)CCC1N2C(=O)Cc1cccs1 (centres undefined),6.5%,-1.9%,-11.9%,0.3%,-0.7%,6.4%[38.3 µM],-3.1%[46.1 µM]
O=C(O)c1[nH]c(=O)[nH]c(=O)c1F,7.5%,?,-10.5%[9.22 µM],0.0%,·,·,-22.1%
CC(C)Oc1cc(-n2c(=S)[nH]c3ccccc3c2=O)c(Cl)cc1Cl,-0.1%,?,?,0.8%,2.0%,-3.0%[38.3 µM],?
NC(=O)c1ncn([C@H]2O[C@@H](CO)[C@@H](O)[C@@H]2O)n1,-15.0%[21.7 µM],?,·,0.0%[16.9 µM],-0.7%[17.1 µM],-1.2%,·
COC1C(O)C(OC2CC[C@]3(C=O)C4C(OC(C)=O)C[C@@]5(C)C(C6=CC(=O)OC6)CC[C@]5(O)C4CC[C@]3(O)C2)OC(C)C1OC(C)=O (some centres undefined),7.3%,·,·,-1.3%,-4.5%,13.2%,·
NC(=O)CN1CC(O)CC1=O (centres undefined),-5.3%,-8.3%,11.7%,-1.2%,-2.3%,15.0%,-3.0%[46.1 µM]
CCOC(=O)C1SC2(C(F)(F)F)CC1(O)c1c(C)cc(C)nc1O2 (centres undefined),9.0%,-0.3%,4.0%,-1.1%,-2.2%,26.2%[38.3 µM],-9.3%[46.1 µM]
CCOCCCN=Cc1c(O)n(Cc2ccccc2)c(=O)[nH]c1=O,-1.8%,15.0%,8.4%,-2.9%,10.3%,0.1%[38.3 µM],-2.2%[46.1 µM]
C=C[C@H]1CN2CCC1C[C@@H]2C(O)c1ccnc2ccccc12 (some centres undefined),3.5%[21.7 µM],·,·,-1.1%,1.8%,16.5%,·
CCCCc1nc2ccccc2c(=O)n1-c1ccc(O)cc1,1.6%,?,-29.9%,0.0%,1.6%,2.8%,-11.0%[46.1 µM]
CCC(=O)O[C@@](Cc1ccccc1)(c1ccccc1)[C@@H](C)CN(C)C,-1.4%[21.7 µM],?,4.8%[20.6 µM],-0.3%[16.9 µM],1.7%[17.1 µM],-1.0%,·
CCOC(=O)c1c(C)[nH]c(C(=O)C(Cc2ccccc2)N(C)C)c1C (centres undefined),1.4%,-3.3%,17.9%,-1.0%,1.0%,28.9%[38.3 µM],-9.7%[46.1 µM]
COc1ccccc1OCC(=O)Nc1ccc(Cl)cc1C(=O)c1ccccc1,14.6%,-3.8%,-11.4%,0.0%,0.6%,31.5%[activator][38.3 µM],-4.7%[46.1 µM]
COc1ccc(CCNCc2ccccn2)cc1OC,3.1%,-3.3%,10.8%,-1.0%,-0.7%,21.1%[38.3 µM],-0.2%[46.1 µM]
COc1ccccc1CN1CCCCC1c1cccnc1 (centres undefined),5.7%,4.5%,8.4%,-1.2%,1.6%,22.3%[38.3 µM],22.2%[46.1 µM]
